Rad51 HR inh: human RAD51 strand exchange inhibitors, primary screen, biochemical, fluorescence; DNA repair protein RAD51 homolog 1 (Homo sapiens), Q06609; hRad51 DNA strand exchange, fluorescence dequenching; inhibition, % at 10 µM; hit rate 0.085% among 200,000; AID 1385, 2008;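 active means inhibition above 40% at the single screening dose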;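 further: 0% = DMSO control wells and 100% = blanks with heterologous ssDNA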
Target sequence (Q06609 whole entry, looked up): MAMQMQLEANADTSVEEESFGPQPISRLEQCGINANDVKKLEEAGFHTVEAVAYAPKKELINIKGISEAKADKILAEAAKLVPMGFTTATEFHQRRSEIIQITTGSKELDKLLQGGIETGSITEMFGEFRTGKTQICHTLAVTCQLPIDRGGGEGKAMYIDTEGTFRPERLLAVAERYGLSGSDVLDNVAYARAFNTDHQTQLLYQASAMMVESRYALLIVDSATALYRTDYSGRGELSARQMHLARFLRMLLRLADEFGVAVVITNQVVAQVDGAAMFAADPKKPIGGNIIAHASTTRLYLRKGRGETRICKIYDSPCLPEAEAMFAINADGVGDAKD
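Assay system: Human Rad51 nucleoprotein filaments preassembled on unlabelled ssDNA | Reagent: Donor/quencher-labelled 47-bp dsDNA substrate | Doses: One concentration, 10 µM final | Times: 37 °C 15-min filament assembly, 30-min compound preincubation, 15-min exchange | Technique: Fluorescein emission 520 nm, excitation 485 nm | Benchmarks: Plate control and blank wells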
eIF4E 4G PPI: eIF4E–eIF4G protein interaction inhibitors, primary screen, biochemical, uHTS, TR-FRET, eIF4GI fragment; Eukaryotic translation initiation factor 4E (Mus musculus) + Eukaryotic translation …; TR-FRET eIF4E-eIF4GI(517-606) binding, 2 h; inhibition, % at 21.7 µM; hit rate 0.37% among 220,000; AID 782, 2007;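 active means inhibition above about 30%, limit read from the data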;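 further: 0% = full FRET control wells and 100% = background wells lacking eIF4GI fragment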
TbHK1 inh: Trypanosoma brucei hexokinase 1 inhibitors, primary screen, biochemical, G6PDH-coupled NADH absorbance, MLSCN library; hexokinase 1 [Trypanosoma brucei]; recombinant TbHK1, G6PDH-coupled NADH A340; AID 1430, 2008; inhibition, % at 10 µM; hit rate 0.11% among 220,000;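 active means inhibition of 50% or more in the single-dose primary screen; inactive means inhibition below 50%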
L929 necroptosis: inhibitors of zVAD-triggered necroptosis, primary screen, L929 cells | L929 zVAD necroptosis rescue, ATP luminescence, 24 h; with zVAD 60 µM | viability rescue, % at 10 µM | hit rate 0.38% among 220,000 | AID 1377, 2008;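 active means activation, scaled between plate controls, above about 75%, limit read from the data; inactive means activation under that limit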;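 further: 0% = zVAD with DMSO and 100% = DMSO alone without zVAD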
PGE2 EP2 inh: human EP2 receptor antagonists, primary screen, TR-FRET cAMP, C6 glioma cells; C6 glioma cells expressing human EP2; cells stimulated with saturating PGE2; inhibition, % at 25 µM; hit rate 0.52% among 260,000; AID 1422, 2008;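 active means percent inhibition above 40 after rounding to a whole number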;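 further: rat C6 glioma host cells with rolipram phosphodiesterase inhibitor present; the protocol text gives 20 µM as final concentration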
14-3-3 Bad PPI: inhibitors of 14-3-3 zeta/Bad binding, primary screen, biochemical, TR-FRET, bovine 14-3-3 zeta. 14-3-3 protein zeta/delta (Bos taurus), P63103. TR-FRET 14-3-3zeta/Dy647-pBad peptide displacement, 1 h. hit rate 0.71% among 220,000. inhibition, % at 21.7 µM;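 active means inhibition above about 70%, limit read from the data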;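 further: 0% = full 14-3-3 plus peptide FRET controls and 100% = background without 14-3-3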
Calpain2 inh: inhibitors of pig calpain II, primary screen, biochemical, fluorogenic peptide substrate, 1536-well. purified calpain II, 30 min. inhibition, % at 16 µM. hit rate 0.37% among 220,000. AID 1236, 2008;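 active means inhibition above about 50%, limit read from the data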
Hck-Nef inh: inhibitors of Nef-activated human Hck kinase, primary screen, biochemical, Z-Lyte FRET, 384-well, Hck-YEEI; Tyrosine-protein kinase HCK (Homo sapiens), P08631; Recombinant Hck-YEEI plus Nef, Z-Lyte FRET kinase assay; inhibition, % at 20 µM; hit rate 0.68% among 220,000;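 active means Hck-Nef kinase inhibition above about 50%, limit read from the data; inactive means inhibition below that limit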;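 further: 0% = DMSO with Hck plus Nef and 100% = Hck alone without Nef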
Target sequence (P08631 whole entry, looked up): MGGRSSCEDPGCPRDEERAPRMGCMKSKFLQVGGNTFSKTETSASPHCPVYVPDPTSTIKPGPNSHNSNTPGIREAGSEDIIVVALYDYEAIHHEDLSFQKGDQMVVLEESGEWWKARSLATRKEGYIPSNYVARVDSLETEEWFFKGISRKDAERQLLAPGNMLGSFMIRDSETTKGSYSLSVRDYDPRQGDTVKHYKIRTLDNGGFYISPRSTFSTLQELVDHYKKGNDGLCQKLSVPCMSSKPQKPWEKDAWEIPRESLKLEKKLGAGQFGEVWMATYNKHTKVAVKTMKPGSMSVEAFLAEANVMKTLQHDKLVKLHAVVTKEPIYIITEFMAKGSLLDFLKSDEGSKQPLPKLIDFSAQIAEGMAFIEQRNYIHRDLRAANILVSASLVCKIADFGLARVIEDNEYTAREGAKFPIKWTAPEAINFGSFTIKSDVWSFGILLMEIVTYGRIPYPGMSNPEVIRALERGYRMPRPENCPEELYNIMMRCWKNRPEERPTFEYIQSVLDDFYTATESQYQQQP
EP2 mod: EP2 receptor modulators, cAMP readout, primary screen, cell-based, HTRF cAMP, PGE2 stimulation; EP2-expressing cells, cAMP HTRF FRET, PGE2 co-stimulation; induction, % at 25 µM; hit rate 0.83% among 260,000; AID 940, 2007;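 active means compounds whose cAMP rise, as percent of the full-agonist control response, exceeds 60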;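 further: rat C6 glioma line stably carrying human EP2 under a CMV promoter; the protocol text gives 20 µM as final concentration; 100% = response of wells given 1 µM PGE2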
Starred values were filed as active, the others as inactive; · = not tested or not shown; & = joins results of further samples; [ ] = another dose, or the depositor's remark. Only part of the results is shown; count on the stated rates, not on these rows.

SMILES	Rad51 HR inh	eIF4E 4G PPI	TbHK1 inh	L929 necroptosis	PGE2 EP2 inh	14-3-3 Bad PPI	Calpain2 inh	Hck-Nef inh	EP2 mod
COc1ccc(C(=O)CN(C(=O)c2ccc(Cl)cc2)N2C(=O)C3CCCCC3C2=O)cc1 (stereo not drawn)	-6	2	-3	0.2	5	-1	-1	2	0
Cc1cc(=O)[nH]c(-c2ccc(C(F)(F)F)cc2)n1	15	-4	-2	0.5	14	-11	-16	5	-2
COc1ccc(Cl)cc1-n1c(C)ccc1C	·	-3	-3	-0.5	16	2	-14	5	69*
CC(C)(O)C#Cc1ccc(C(=O)N2CCN(c3ccccc3)CC2)cc1	15	2[fluorescence artefact?]	-3	0.3	10	-17[fluorescence artefact?]	15	1	-5
COc1ccccc1NC(=O)CSc1nnc(-c2ccco2)n1Cc1ccco1	8	-13	-2	-0.2	5	2	5	-2	-9
CC(NC(=O)CCOc1ccccc1)c1ccccc1 (stereo not drawn)	2	-8	-11	0.2	13	10	-15	1	-7
Cc1ccc(C(O)c2cccnc2)o1 (stereo not drawn)	6	2[fluorescence artefact?]	-7	-0.2	14	-24	6	2	29
COc1ccc(/C=C/c2c([N+](=O)[O-])c(=O)n(C)c(=O)n2C)c(OC)c1	7	2	-11	29	10	-28	-41	21	-29
CC(C)C(=O)Nc1ncc(Cc2ccccc2Cl)s1	-5	0	6	1.4	9&8	6	-8	26	-53&-19
Cc1ccc(-c2cc(C(=O)NCCCn3ccnc3)c3ccccc3n2)s1	-19	10[fluorescence artefact?]	-10	·	4	-5	-493	5	-10
O=C(c1ccccc1)C1CCc2occc2C1=O (stereo not drawn)	3	-10	-7	0.0	10	-4	-12	-1	11
S=C(c1ccc(N2CCCC2)cc1)N1CCCCC1	-11	7	0	0.8	10	-9	64*	6	-19
COc1ccc(C2=CC(c3ccc(C)cc3)n3nnnc3N2)cc1 (stereo not drawn)	-10	-8[fluorescence artefact?]	1	0.2	18	-8	-54	1	-23
CCCC1=NN(C(=O)Cc2ccc(OC)c(OC)c2)C(O)(C(F)(F)F)C1 (stereo not drawn)	2	-6	1	-0.6	13	-7	-2	4	-7
N/C(=N\OC(=O)c1ccccc1Cl)c1ccccn1	4	-4[fluorescence artefact?]	1	0.1	10	3[fluorescence artefact?]	-7	0	-13
O=C1CC(C(=O)Nc2ccc(F)cc2)n2cnnc2N1 (stereo not drawn)	5	1	-3	1.3	8	-2	-11	20	26
CCOC(=O)c1cn(CC(=O)Nc2ccc(C(C)C)cc2)nn1	-5	1	4	0.3	9	7	-19	-1	8
CCN(CC)c1ccc(/C=N/Nc2nc(C)cc(=O)[nH]2)cc1	·	-5	-41	0.6	·	6	-61	21	-21
COc1ccc(C(=O)Nc2cc(OC)c(Cl)cc2Cl)cc1	-9	0	-1	0.2	7	-10	-32	20	-42
CC(=O)Nc1ccc(-n2c(C)ccc2C)cc1	-6	2	-4	0.6	1	-1	15	17	-54
O=C(CC1C(=O)NCCN1Cc1c(F)cccc1Cl)NCCC1=CCCCC1 (stereo not drawn)	1	2	-6	1.7	4	-2	-21	23	-7
NC(=O)/C(=C\c1ccncc1)c1cccc2ccccc12	17	1	-8	1.1	14&2	-5	-16	4	-4&26
Cc1cccc(NC(=O)C2C(C(=O)O)C3C=CC2C32CC2)c1C (stereo not drawn)	·	-14	-1	0.3	·	-3	-1	3	8
O=C(CSc1ccc(Cl)cc1)NC1CCCc2ccccc21 (stereo not drawn)	22	2[fluorescence artefact?]	4	·	5	-3	14	1	29
O=C(Nc1ccc(C(=O)N2CCCCC2)cc1)c1ccc(Br)cc1	8	-8	2	0.4	21	11	-1	1	-2

Calpain2 inh, what is marked active above.
| canonical_smiles | Rad51 HR inh | eIF4E 4G PPI | TbHK1 inh | 14-3-3 Bad PPI | Calpain2 inh | Hck-Nef inh | EP2 mod |
| --- | --- | --- | --- | --- | --- | --- | --- |
| S=C(c1ccc(N2CCCC2)cc1)N1CCCCC1 | -11 | 7 | 0 | -9 | 64* | 6 | -19 |

The results go on:
SMILES	Rad51 HR inh	eIF4E 4G PPI	TbHK1 inh	L929 necroptosis	PGE2 EP2 inh	14-3-3 Bad PPI	Calpain2 inh	Hck-Nef inh	EP2 mod
COc1ccc(CNC(=O)c2sc(=S)n(-c3ccccc3)c2N)cc1	3	4	-9	0.5	7	-4	30	2	-45
CNC(=S)N/N=C/c1ccc(-c2ccc(C(=O)O)cc2)o1	14	-2	-33	-3.0	3	2	-42	22	14
C[C@@H]1C=C[C@](Cc2ccccc2)(C(=O)NCCc2c[nH]c3ccccc23)N1C(=O)c1ccccc1	0	4	3	-1.2	9	3	-10	-3	40
CC12CCC(C(=O)O)(c3nc4cc([N+](=O)[O-])ccc4nc31)C2(C)C (stereo not drawn)	·	0	-22	0.1	13	1	-4	34	-11
O=C1CN(C(=O)COC(=O)c2ccccc2NC(=O)c2ccco2)c2ccccc2N1	-1	-5[fluorescence artefact?]	-6	-0.5	4	-1[fluorescence artefact?]	-12	13	32
CC1(C)CC(=O)C2=C(C1)N(c1ccc(F)cc1)C(=O)C2(NC(=O)c1ccccc1)C(F)(F)F (stereo not drawn)	16	7	1	0.2	11	6	-11	1	31
CCCCc1ccc(NS(=O)(=O)N(C)C)cc1	2	1	-2	4.3	3	-1	-12	-8	15
COc1ccccc1N(O)C1CC(=O)N(c2ccc(Br)cc2)C1=O (stereo not drawn)	-7	6	-1	-0.1	8	2	-7	20	-11
O=c1cc(CO)oc(CN2CCN(c3cccc(C(F)(F)F)c3)CC2)c1O	10	-4	-14	0.5	22	3	-43	-2	-21
COc1ccc(Cl)cc1C(=O)NCC#N	-3	2	1	0.1	8	-3	-10	2	4
Cc1cc(C)c2c(c1)/C(=N/NC(=S)Nc1ccc(F)cc1)CCC2	0	6	-21	0.2	10	-8	16	2	-18
COc1ccc(C2(C(=O)Nc3ccc(C)c(C)c3)CCOCC2)cc1	-14	-4	-2	-0.7	6	-1	-7	23	7
CCOc1ccc2nc(NC(=O)c3c([N+](=O)[O-])cnn3CC)sc2c1	18	7[fluorescence artefact?]	2	·	2	-1	4	7	31
COC(=O)NCc1ccc2c(c1)OCO2	4	3[fluorescence artefact?]	1	0.1	7	6[fluorescence artefact?]	-20	-2	25
CCc1ccccc1NNC(=O)c1snnc1C	15	1	-5	-0.4	14	-9	2	11	-2
COc1ccc(OCCNS(=O)(=O)c2ccccc2)cc1	4	-6[fluorescence artefact?]	2	0.0	9	1[fluorescence artefact?]	17	4	-4
C[C@H](NC(=O)OCc1ccccc1)c1nnc([C@H](Cc2ccccc2)NC(=O)OC(C)(C)C)o1	5	-2	-10	-0.5	11	-5	31	12	29
COc1cccc(N2CCN(C(=O)Nc3ccc4c(c3)NC(=O)CO4)CC2)c1	3	0	3	0.5	12	4[fluorescence artefact?]	15	1	-6
O=S(=O)(c1cccc(Cl)c1)N1CCCC1	4	2	2	0.1	12	16[fluorescence artefact?]	-5	12	12
O=C(OCc1nnc(-c2ccc(Br)cc2)o1)c1cncc(Br)c1	17	1	-3	0.9	3	0	20	-5	-29
CCOC(=O)CC1C(=O)NCCN1C(=O)c1sc2ccccc2c1Cl (stereo not drawn)	8	-2	3	-0.2	3	-5	-19	20	-4
CC[N+](CC)(CC)CCCCOc1ccc2c(c1)C(=O)c1cc(OCCCC[N+](CC)(CC)CC)ccc1-2	·	2	-5	0.9	12	15	25	2	-7
CSc1nc2c(c(C(F)(F)F)n1)CC(C)CC2 (stereo not drawn)	6	4[fluorescence artefact?]	-7	0.2	11	-5[fluorescence artefact?]	-10	-1	0
Cc1ccc(OCC(=O)c2ccc3c(c2)CCCC3)cc1C	-5	9	7	-0.1	8	-4	-11	0	-22
Cc1cc(C)cc(N(C(=O)Cn2nnc(-c3ccccc3)n2)C(C(=O)NC2CCCCC2)c2ccccn2)c1 (stereo not drawn)	-1	3	-16	-0.2	8	4	5	-1	21

Look-ups from above.
Value of `CNC(=S)N/N=C/c1ccc(-c2ccc(C(=O)O)cc2)o1` in TbHK1 inh: -33
Value of `CCOC(=O)CC1C(=O)NCCN1C(=O)c1sc2ccccc2c1Cl` (stereo not drawn) in PGE2 EP2 inh: 3
Value of `CC1(C)CC(=O)C2=C(C1)N(c1ccc(F)cc1)C(=O)C2(NC(=O)c1ccccc1)C(F)(F)F` (stereo not drawn) in eIF4E 4G PPI: 7

Structural class, those above with an aryl thioether with sulfur outside any ring
SMILES	Rad51 HR inh	eIF4E 4G PPI	TbHK1 inh	L929 necroptosis	PGE2 EP2 inh	14-3-3 Bad PPI	Calpain2 inh	Hck-Nef inh	EP2 mod
COc1ccccc1NC(=O)CSc1nnc(-c2ccco2)n1Cc1ccco1	8	-13	-2	-0.2	5	2	5	-2	-9
O=C(CSc1ccc(Cl)cc1)NC1CCCc2ccccc21 (stereo not drawn)	22	2[fluorescence artefact?]	4	·	5	-3	14	1	29
CSc1nc2c(c(C(F)(F)F)n1)CC(C)CC2 (stereo not drawn)	6	4[fluorescence artefact?]	-7	0.2	11	-5[fluorescence artefact?]	-10	-1	0

Entries shown so far with a nitro group on carbon:
SMILES	Rad51 HR inh	eIF4E 4G PPI	TbHK1 inh	L929 necroptosis	PGE2 EP2 inh	14-3-3 Bad PPI	Calpain2 inh	Hck-Nef inh	EP2 mod
COc1ccc(/C=C/c2c([N+](=O)[O-])c(=O)n(C)c(=O)n2C)c(OC)c1	7	2	-11	29	10	-28	-41	21	-29
CC12CCC(C(=O)O)(c3nc4cc([N+](=O)[O-])ccc4nc31)C2(C)C (stereo not drawn)	·	0	-22	0.1	13	1	-4	34	-11
CCOc1ccc2nc(NC(=O)c3c([N+](=O)[O-])cnn3CC)sc2c1	18	7[fluorescence artefact?]	2	·	2	-1	4	7	31

Other compounds
SMILES	Rad51 HR inh	eIF4E 4G PPI	TbHK1 inh	L929 necroptosis	PGE2 EP2 inh	14-3-3 Bad PPI	Calpain2 inh	Hck-Nef inh	EP2 mod
CCOC(=O)c1c(NC(=O)CN2CCCCC2)sc2c1CCCC2O (stereo not drawn)	-4	5	-1	2.5	13	-7[fluorescence artefact?]	3	3	46
C=CCc1cccc(C2Nc3ccccc3C(=O)N2O)c1O (stereo not drawn)	-7	-4	11	0.2	-1	1	4	1	-2
Cc1nn(-c2ccccc2)c(C)c1C=O	·	-4	4	-0.8	8	-3	-7	-1	2
O=C(CSc1ccc(-c2ccc(F)cc2)nn1)NCc1ccco1	-4	-3	4	-0.5	7	7	10	8	9
CCOC(=O)C(Sc1ncc(C#N)c(N)n1)C(C)C (stereo not drawn)	-9	-4	-9	0.3	2	-4	-9	4	-4
CCc1c(C)c(C#N)c2nc3ccccc3n2c1Cl	-35	1	-5	12	15	1	-32	4	1

Compound activity as filed in PubChem BioAssay.
